FBA Mtb inh: inhibitors of M. tuberculosis fructose-bisphosphate aldolase. purified M. tuberculosis FBA, fluorescence read-out. AID 588726. 2.3% of 360,000 active. P9WQA3. inhibition, % at 1 µM; in the data active means inhibition above about 27%;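 further: 0% = vehicle and 100% = reference inhibitor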
Target sequence (P9WQA3 whole entry, looked up): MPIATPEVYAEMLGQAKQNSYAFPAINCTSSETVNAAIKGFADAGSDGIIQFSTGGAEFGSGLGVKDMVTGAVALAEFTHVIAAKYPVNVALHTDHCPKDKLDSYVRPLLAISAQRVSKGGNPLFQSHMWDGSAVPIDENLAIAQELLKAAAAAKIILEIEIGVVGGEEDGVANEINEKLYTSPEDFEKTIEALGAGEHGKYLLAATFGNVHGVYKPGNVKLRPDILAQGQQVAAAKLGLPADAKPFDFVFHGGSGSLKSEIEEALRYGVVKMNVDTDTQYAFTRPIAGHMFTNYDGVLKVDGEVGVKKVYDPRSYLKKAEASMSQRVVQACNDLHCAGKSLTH
UGM FP inh: blocks M. tuberculosis UGM enzyme. P9WIQ1. inhibition, % at 10 µM. AID 504406. 0.06% of 320,000 active. purified UGM, fluorescence polarization probe displacement; in the data active means inhibition above about 10%, passing the limit was not always enough; inconclusive means no clear call, values can overlap the other calls
Mtb BioA inh: inhibitors of Mycobacterium tuberculosis BioA enzyme | purified M. tuberculosis BioA enzyme, plate reader | inhibition, % at 9.99 µM | 0.096% of 360,000 active; in the data active means inhibition above about 40%; inconclusive means no clear call, values can overlap the other calls
GDH-TPI inh: inhibits GDH-TPI coupling enzymes, artifact for Mtb FBA screen | GDH-TPI coupled enzyme counterscreen, NADH absorbance | inhibition, % at 4.8 µM | 1.2% of 360,000 active;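 further: 0% = DMSO wells and 100% = wells lacking the enzyme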
CCHF vOTU inh: blocks the CCHF virus ovarian tumor domain protease. AID 651958. inhibition, % at 11.5 µM. CCHFV vOTU protease, Pep-AMC fluorescence. 0.55% of 370,000 active; further: 0% = vehicle wells with enzyme and 100% = no enzyme wells
DUSP3 inh: inhibitors of human VHR1 phosphatase (DUSP3) | 0.52% of 290,000 active | recombinant VHR phosphatase, pNPP absorbance | P51452 | inhibition, % at 13.3 µM; in the data active means inhibition above about 50%; further: some compounds called inactive have numbers as strong as hits
Target sequence (P51452 whole entry, looked up): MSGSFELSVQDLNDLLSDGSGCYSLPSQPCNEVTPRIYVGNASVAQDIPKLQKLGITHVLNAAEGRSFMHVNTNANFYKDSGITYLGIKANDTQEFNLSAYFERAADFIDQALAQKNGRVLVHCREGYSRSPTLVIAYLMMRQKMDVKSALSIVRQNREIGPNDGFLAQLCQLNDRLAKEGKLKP
Rv3671c inh: inhibits the M. tuberculosis serine protease Rv3671c. AID 2606. inhibition, % at 5.96 µM. P9WHR9. 0.048% of 320,000 active; in the data active means inhibition above about 38%;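 further: extracellular domain of Rv3671c used as enzyme; 0% = enzyme with DMSO and 100% = no enzyme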
Target sequence (P9WHR9 whole entry, looked up, the tested form may be a part): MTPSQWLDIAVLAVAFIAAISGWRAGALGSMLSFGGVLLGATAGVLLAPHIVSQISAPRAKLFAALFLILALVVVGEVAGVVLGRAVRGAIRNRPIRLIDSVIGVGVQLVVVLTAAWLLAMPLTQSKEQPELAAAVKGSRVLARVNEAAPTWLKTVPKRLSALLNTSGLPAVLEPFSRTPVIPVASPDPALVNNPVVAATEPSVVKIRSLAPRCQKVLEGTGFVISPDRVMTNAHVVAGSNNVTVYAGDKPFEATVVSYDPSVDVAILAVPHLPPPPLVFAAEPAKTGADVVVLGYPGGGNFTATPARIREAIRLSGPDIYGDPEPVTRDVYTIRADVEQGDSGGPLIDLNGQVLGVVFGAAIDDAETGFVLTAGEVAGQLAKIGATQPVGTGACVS
BoNT F protease: inhibitors of Botulinum neurotoxin F light chain protease. Multiplex microsphere protease cleavage assay, flow cytometry. inhibition, % at 10 µM. 0.22% of 360,000 active. AID 588497; in the data active means inhibition above about 35%, passing the limit was not always enough; inconclusive means no clear call, values can overlap the other calls; further: plate controls were buffer without enzyme for full effect and enzyme alone for no effect
FadD28 binding: blocks FadD28 binding to the bisubstrate probe. fluorescence polarization. 0.22% of 360,000 active. inhibition, % at 12.5 µM; in the data active means inhibition above about 8.5%, passing the limit was not always enough; inconclusive means no clear call, values can overlap the other calls
MazF activator: increases E. coli MazEF RNase cleavage of RNA. P0AE70. FAM/BHQ RNA-DNA oligo cleavage fluorescence, 5 h. activation, % at 20 µM. 0.32% of 350,000 active. AID 504720; in the data active means activation above about 50%
Target sequence (P0AE70 whole entry, looked up): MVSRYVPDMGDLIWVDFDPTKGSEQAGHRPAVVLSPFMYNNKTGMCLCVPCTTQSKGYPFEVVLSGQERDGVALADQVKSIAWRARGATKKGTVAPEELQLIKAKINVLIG
Numbers without * were called inactive. Unless noted, no stated cut-off is given here; in the data, active means inhibition above about 30%; inactive means the rest.

Start of the data: the first 2 entries as a preview:
Screening CN(C)c1ccc(/C=N/NC(=O)c2sccc2-n2cccc2)cc1 returned FBA Mtb inh 8, UGM FP inh -1.7, Mtb BioA inh -0.3, GDH-TPI inh 14, CCHF vOTU inh 2, DUSP3 inh 9, Rv3671c inh 3, BoNT F protease -3, FadD28 binding -1.0 and MazF activator 2.
Screening CCCCOC(=O)C(C#N)c1nc2ccccc2nc1N1CCOCC1 (centres undefined) returned FBA Mtb inh -2, UGM FP inh -0.3, Mtb BioA inh -2.6, GDH-TPI inh 4, CCHF vOTU inh 7, DUSP3 inh 18, Rv3671c inh -1, BoNT F protease -3, FadD28 binding -0.4 and MazF activator -2.

The listing, previewed entries included:
Screening CN(C)c1ccc(/C=N/NC(=O)c2sccc2-n2cccc2)cc1 returned FBA Mtb inh 8, UGM FP inh -1.7, Mtb BioA inh -0.3, GDH-TPI inh 14, CCHF vOTU inh 2, DUSP3 inh 9, Rv3671c inh 3, BoNT F protease -3, FadD28 binding -1.0 and MazF activator 2.
Screening CCCCOC(=O)C(C#N)c1nc2ccccc2nc1N1CCOCC1 (centres undefined) returned FBA Mtb inh -2, UGM FP inh -0.3, Mtb BioA inh -2.6, GDH-TPI inh 4, CCHF vOTU inh 7, DUSP3 inh 18, Rv3671c inh -1, BoNT F protease -3, FadD28 binding -0.4 and MazF activator -2.
CN(CC(=O)Nc1ccc(S(N)(=O)=O)cc1)Cc1ccccc1F was read as FBA Mtb inh -3, UGM FP inh -1.1, GDH-TPI inh 0, CCHF vOTU inh -1, DUSP3 inh 15, Rv3671c inh 5, BoNT F protease -2, FadD28 binding 1.8 and MazF activator 2.
`O=c1[nH][nH]c(C(F)(F)F)c1C=Nc1cccc(Cl)c1` gave FBA Mtb inh 0, UGM FP inh 2.1, Mtb BioA inh -3.3, GDH-TPI inh 6, CCHF vOTU inh 17, DUSP3 inh 10, Rv3671c inh 3, BoNT F protease -19, FadD28 binding -1.7 and MazF activator 5.
CN(NS(=O)(=O)c1ccc(F)cc1)c1ncc(C(F)(F)F)cc1Cl was read as FBA Mtb inh 0, UGM FP inh -1.1, GDH-TPI inh -4, CCHF vOTU inh 10, DUSP3 inh 36, Rv3671c inh -1, BoNT F protease -7, FadD28 binding -4.8 and MazF activator 5.
`CC(=O)ON1C(C)(C)CC(OC(=O)c2ccccc2)CC1(C)C` gave FBA Mtb inh 1, UGM FP inh -2.3, Mtb BioA inh -0.4, GDH-TPI inh 5, CCHF vOTU inh 13, DUSP3 inh -2, Rv3671c inh 3, BoNT F protease 5, FadD28 binding 1.7 and MazF activator 3.
`O=C(N/N=C(\c1ccccc1)c1cccnc1)C(O)(c1ccccc1)c1ccccc1` gave FBA Mtb inh 5, Mtb BioA inh -2.1, GDH-TPI inh 4, CCHF vOTU inh 1, DUSP3 inh 6, Rv3671c inh 4, BoNT F protease -6, FadD28 binding -2.6 and MazF activator 8.
Screening O=C(COC(=O)c1cc(=O)[nH]c2ccccc12)NCc1ccccc1Cl returned FBA Mtb inh 4, UGM FP inh -3.0, Mtb BioA inh 0.3, GDH-TPI inh 19, CCHF vOTU inh -10, Rv3671c inh 6, BoNT F protease 11, FadD28 binding -3.3 and MazF activator 4.
For COc1ccc2[nH]cc(CCNS(=O)(=O)c3ccc(C)cc3)c2c1 the results were FBA Mtb inh -3, UGM FP inh -3.0, GDH-TPI inh 1, CCHF vOTU inh -13, DUSP3 inh -14, Rv3671c inh -1, BoNT F protease -6, FadD28 binding -2.4 and MazF activator -32.
COC(=O)CSC1=C(C#N)C(c2ccc(F)cc2)CC(=O)N1 (centres undefined) was read as FBA Mtb inh 0, UGM FP inh 0.2, Mtb BioA inh -0.8, GDH-TPI inh 3, CCHF vOTU inh -7, DUSP3 inh 13, Rv3671c inh 5, BoNT F protease -13, FadD28 binding -3.0 and MazF activator -6.
For Cc1nnc(N2C(=O)C(O)=C(C(=O)c3ccco3)C2c2cccc3ccccc23)s1 (centres undefined) the results were FBA Mtb inh -1, UGM FP inh 3.5, Mtb BioA inh -0.8, GDH-TPI inh 17, CCHF vOTU inh 8, DUSP3 inh 8, Rv3671c inh 5, FadD28 binding -1.9 and MazF activator -12.
For CC(=O)Nc1ccc(C(O)(C(F)(F)F)C(F)(F)F)cc1 the results were FBA Mtb inh 1, UGM FP inh -0.9, Mtb BioA inh 9.1, GDH-TPI inh 2, CCHF vOTU inh -3, DUSP3 inh -1, Rv3671c inh -8, BoNT F protease 0, FadD28 binding -2.7 and MazF activator -10.
For CCOc1ccc(S(=O)(=O)N(C)CCO)cc1-c1nc2c(C(C)(C)C)nn(C)c2c(=O)[nH]1 the results were FBA Mtb inh -3, UGM FP inh 0.9, Mtb BioA inh -2.7, GDH-TPI inh -2, CCHF vOTU inh 6, DUSP3 inh 0, Rv3671c inh 4, BoNT F protease 2, FadD28 binding -3.2 and MazF activator 9.
`COc1cccc(NC(=O)CSc2ccc(-c3ccco3)nn2)c1` gave FBA Mtb inh 1, UGM FP inh -0.6, Mtb BioA inh 4.1, GDH-TPI inh 6, CCHF vOTU inh -11, DUSP3 inh 26, Rv3671c inh -2, BoNT F protease 1, FadD28 binding -2.9 and MazF activator 2.
`COC(=O)[C@H](C)NC(=O)Nc1ccc(OC(F)(F)F)cc1` gave FBA Mtb inh 7, UGM FP inh -1.9, Mtb BioA inh -0.2, GDH-TPI inh 4, CCHF vOTU inh 7, DUSP3 inh -3, Rv3671c inh -4, BoNT F protease -2, FadD28 binding -2.5 and MazF activator 0.
For CC1(C)NC(=O)N(CCCCOc2ccc3ccccc3c2Cl)C1=O the results were FBA Mtb inh -1, UGM FP inh 2.2, Mtb BioA inh 0.2, GDH-TPI inh 3, CCHF vOTU inh -2, DUSP3 inh -5, Rv3671c inh -7, BoNT F protease -3, FadD28 binding -5.1 and MazF activator 2.
Screening CCOC(=O)CSc1nc2ccccc2c(=O)n1C1CCCC1 returned FBA Mtb inh 0, UGM FP inh 1.2, Mtb BioA inh -1.4, GDH-TPI inh -4, CCHF vOTU inh 12, DUSP3 inh 11, Rv3671c inh -10, BoNT F protease 22, FadD28 binding -2.0 and MazF activator 4.
`O=C1[C@@H]2CSCN2C(=O)CN1Cc1c(F)cccc1Cl` gave FBA Mtb inh 0, UGM FP inh -1.1, GDH-TPI inh 14, CCHF vOTU inh -12, DUSP3 inh 20, Rv3671c inh 6, BoNT F protease inconclusive, FadD28 binding -1.7 and MazF activator 5.
`Cc1cccc(NC(=O)c2ccc(S(=O)(=O)C(F)F)cc2)c1C` gave FBA Mtb inh -2, UGM FP inh -3.6, GDH-TPI inh -1, CCHF vOTU inh 10, DUSP3 inh -7, Rv3671c inh -7, BoNT F protease 0, FadD28 binding -3.9 and MazF activator 1.
For CCOC(=O)CC(NS(=O)(=O)c1ccc2[nH]c(=O)sc2c1)c1ccc(C)cc1 (centres undefined) the results were FBA Mtb inh 3, UGM FP inh 2.6, GDH-TPI inh 0, CCHF vOTU inh -5, DUSP3 inh 10, Rv3671c inh -10, BoNT F protease -15, FadD28 binding -1.9 and MazF activator -4.
O=C(O)Cc1c(-c2ccccc2)c2cc(Br)ccc2[nH]c1=O was read as FBA Mtb inh 0, UGM FP inh 3.9, GDH-TPI inh 9, CCHF vOTU inh 10, DUSP3 inh 0, Rv3671c inh -5, BoNT F protease 0, FadD28 binding -3.5 and MazF activator -8.
CN=c1scc(-c2ccccc2F)n1/N=C/c1ccc(O)c(O)c1O was read as FBA Mtb inh -4, Mtb BioA inh -1.9, GDH-TPI inh 11, CCHF vOTU inh 1, DUSP3 inh 30, BoNT F protease -43, FadD28 binding 9.1* and MazF activator -13.
`O=C(CN(C(=O)c1csnn1)c1ccccc1Cl)NC1CCCC1` gave FBA Mtb inh -6, UGM FP inh 1.6, Mtb BioA inh 0.3, GDH-TPI inh -9, CCHF vOTU inh -11, DUSP3 inh -5, Rv3671c inh 10, BoNT F protease 4 and MazF activator 4.
Cc1ccnc(NS(=O)(=O)c2ccc(NC(=O)C34CC5CC(C)(CC(C)(C5)C3)C4)cc2)n1 was read as FBA Mtb inh 0, UGM FP inh 1.9, Mtb BioA inh 0.7, GDH-TPI inh 3, CCHF vOTU inh 10, DUSP3 inh 13, Rv3671c inh -5, BoNT F protease 8, FadD28 binding -1.3 and MazF activator 5.
Screening CCOC(=O)N1CCN(C(=O)C2CCN(Cc3nc(-c4ccccc4C)oc3C)CC2)CC1 returned FBA Mtb inh 3, UGM FP inh 1.3, Mtb BioA inh -1.0, GDH-TPI inh 5, CCHF vOTU inh -4, DUSP3 inh 40, Rv3671c inh -5, BoNT F protease -8, FadD28 binding -0.7 and MazF activator 2.
COc1ccc(C(F)(F)F)cc1N/C=C\c1nnnn1-c1ccccc1 was read as FBA Mtb inh -6, UGM FP inh -3.5, Mtb BioA inh 1.9, GDH-TPI inh 3, CCHF vOTU inh 0, DUSP3 inh 27, Rv3671c inh -24, BoNT F protease -19, FadD28 binding -3.0 and MazF activator 9.
Screening CCc1ccc(Nc2nnc(SCC(=O)N(C)CC(=O)Nc3ccccc3CC)s2)cc1 returned FBA Mtb inh -4, UGM FP inh 0.7, GDH-TPI inh 8, CCHF vOTU inh -3, DUSP3 inh 2, Rv3671c inh -12, BoNT F protease -6, FadD28 binding -0.1 and MazF activator -5.
`CCOC(=O)N1CCC(N(CCCOC)C(=O)Nc2cccc(OC)c2)CC1` gave FBA Mtb inh -1, UGM FP inh -1.2, Mtb BioA inh -1.1, GDH-TPI inh 3, CCHF vOTU inh -17, DUSP3 inh 26, Rv3671c inh -8, BoNT F protease -19, FadD28 binding -2.3 and MazF activator 7.
Screening COc1ccc(/C=N/NC(=O)c2cc3cc(OC)c(OC)cc3[nH]2)cc1 returned FBA Mtb inh 4, UGM FP inh -1.8, Mtb BioA inh 2.7, GDH-TPI inh 42*, CCHF vOTU inh 15, DUSP3 inh 15, Rv3671c inh 13, BoNT F protease 2, FadD28 binding -1.1 and MazF activator 20.
Screening COc1ccc(CCn2nnnc2C(C(C)C)N2CCN(c3ncccn3)CC2)cc1OC (centres undefined) returned FBA Mtb inh 2, UGM FP inh -1.6, Mtb BioA inh -0.6, GDH-TPI inh 0, CCHF vOTU inh -9, DUSP3 inh 12, Rv3671c inh 0, BoNT F protease -6, FadD28 binding -0.7 and MazF activator -22.

No new results follow: 2 of the compounds above.
Screening CN(C)c1ccc(/C=N/NC(=O)c2sccc2-n2cccc2)cc1 returned FBA Mtb inh 8, UGM FP inh -1.7, Mtb BioA inh -0.3, GDH-TPI inh 14, CCHF vOTU inh 2, DUSP3 inh 9, Rv3671c inh 3, BoNT F protease -3, FadD28 binding -1.0 and MazF activator 2.
Screening CCCCOC(=O)C(C#N)c1nc2ccccc2nc1N1CCOCC1 (centres undefined) returned FBA Mtb inh -2, UGM FP inh -0.3, Mtb BioA inh -2.6, GDH-TPI inh 4, CCHF vOTU inh 7, DUSP3 inh 18, Rv3671c inh -1, BoNT F protease -3, FadD28 binding -0.4 and MazF activator -2.

(continued)
Screening CC(NC(=O)OCc1ccccc1)C(=O)NCC(=O)NC(Cc1ccc(OC(C)(C)C)cc1)C(=O)OC(C)(C)C (centres undefined) returned FBA Mtb inh -2, UGM FP inh 0.1, Mtb BioA inh 2.7, GDH-TPI inh 12, CCHF vOTU inh 4, DUSP3 inh -4, Rv3671c inh 10, BoNT F protease -7, FadD28 binding -4.6 and MazF activator -1.
`O=C(CCN1CCCCC1)NCC1OCCc2ccccc21` (centres undefined) gave FBA Mtb inh -1, UGM FP inh 5.0, Mtb BioA inh -0.9, GDH-TPI inh 2, CCHF vOTU inh -11, DUSP3 inh -16, Rv3671c inh 2, BoNT F protease 2, FadD28 binding 0.3 and MazF activator 1.
COc1ccc(OC)c(-n2c(SC)nnc2-c2c[nH]c3ccccc23)c1 was read as FBA Mtb inh 0, UGM FP inh -4.8, Mtb BioA inh -2.7, GDH-TPI inh 1, CCHF vOTU inh 2, DUSP3 inh -6, Rv3671c inh -5, BoNT F protease -3, FadD28 binding -0.5 and MazF activator 11.
For COc1ccc(N2CCN(C(=O)NC(=O)c3ccccc3)CC2)cc1 the results were FBA Mtb inh 1, UGM FP inh 1.7, Mtb BioA inh -0.5, GDH-TPI inh 2, CCHF vOTU inh 9, DUSP3 inh -8, Rv3671c inh 3, BoNT F protease 1, FadD28 binding -1.9 and MazF activator -7.
